# Polio RdRp inh – inhibitors of poliovirus RNA polymerase binding and polymerization; % elongation, % (compound at 16.7 µg/mL); AID 588519; 150,000 compounds, 0.66% hits; P03300; poliovirus polymerase elongation, fluorescence polarization; stronger effect = lower value; in the data active = % elongation below about 90%; also: some results filed as inactive read as strong as hits
# Target sequence (P03300 1749-2209 limits assumed): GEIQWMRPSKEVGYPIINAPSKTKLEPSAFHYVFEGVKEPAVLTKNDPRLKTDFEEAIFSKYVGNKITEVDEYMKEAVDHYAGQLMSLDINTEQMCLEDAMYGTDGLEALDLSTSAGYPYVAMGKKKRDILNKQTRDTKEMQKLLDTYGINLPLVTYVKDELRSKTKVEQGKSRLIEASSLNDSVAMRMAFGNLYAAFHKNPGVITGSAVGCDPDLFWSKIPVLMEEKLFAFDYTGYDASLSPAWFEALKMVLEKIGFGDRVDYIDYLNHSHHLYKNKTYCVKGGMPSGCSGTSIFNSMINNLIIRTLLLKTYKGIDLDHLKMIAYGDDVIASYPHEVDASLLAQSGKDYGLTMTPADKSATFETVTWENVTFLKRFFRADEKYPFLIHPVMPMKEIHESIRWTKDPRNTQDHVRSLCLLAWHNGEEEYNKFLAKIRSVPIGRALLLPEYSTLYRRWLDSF
# Polio RdRp inh FP z-score – recorded beside Polio RdRp inh, whose call it bears; z-score; measured here: FP z-score; hits read low
# An asterisk follows results filed as active.
SMILES,Polio RdRp inh,Polio RdRp inh FP z-score
COc1ccccc1CCNC(=O)C1CCN(c2nc3ccccc3nc2C(F)(F)F)CC1,111.0,0.8
CC(C)(C)/C=N/NS(=O)(=O)c1ccc(Cl)s1,100.0,-0.5
C/C=C/C(=O)Nc1ccc(OC)cc1,100.0,0
CC(C)C(=O)Nc1ccc(Br)cc1,102.0,0
Cc1nc(NC(=O)c2ccc(F)cc2)nc2cc3c(cc12)OCO3,101.0,-0.2
c1cncc(N=c2scc(-c3cccs3)n2CCCn2ccnc2)c1,95.0,-1.3
COc1ccccc1C(=O)Nc1cc(-c2ccc(C)cc2)no1,105.0,-0.4
Cn1c(O)c(N=Nc2ccc(C(F)(F)F)cc2)c(=O)n(C)c1=O,104.0,0.6
CC(=O)NCC(=O)NC1CCC(C)CC1 (stereo unspecified),107.0,0.5
COc1ccc(C(C)n2c(C)c3c(C)nnc(C)c3c2C)cc1 (stereo unspecified),106.0,0.2
CCCCn1c(N)c(C(=O)OC)c2nc3ccccc3nc21,98.0,-0.6
Cc1ccc(Cl)cc1N1CCN(C(=O)c2ccc3c(c2)N(Cc2ccccc2F)C(=O)c2ccccc2S3(=O)=O)CC1,108.0,0.4
Cc1ccnc(NC(=O)NCCCSc2nnnn2-c2ccccc2)n1,105.0,0.2
CCN(CC)S(=O)(=O)c1ccc(O)c(C(=O)O)c1,98.0,-0.2
Cc1cccc(-c2nc(NCCCN3CCOCC3)c3ccccc3n2)c1,104.0,0.6
Cc1ccc(NC(=O)CN2C(=O)CN=C(c3ccccc3)c3ccccc32)cc1,101.0,-0.3
Cc1cc(=O)n(-c2nc(-c3ccccc3)cs2)[nH]1,100.0,0.1
Cc1ccc(NC(=C(C#N)C#N)c2ccccc2)cc1,102.0,0.1
COCCNC(=O)c1ccccc1NS(=O)(=O)c1ccc(F)cc1,101.0,0.1
Cc1nn(-c2ccccc2)nc1CNC(=O)C1CC1,104.0,0.2
O=C(Nc1ccncc1)C1(c2ccccc2)CCCC1,111.0,1.7
COc1ccc(OCCCC(=O)N2CCCC(C(N)=O)C2)cc1 (stereo unspecified),103.0,0.2
C/C(N)=C/C(=O)N1CCCCC1,102.0,0.8
CC(C)(C)CC(=O)NC1CCSC1=O (stereo unspecified),102.0,0.1
COc1cc2[nH]c(=O)n(CCCCCC(=O)N3CCN(c4cccc(C)c4C)CC3)c(=O)c2cc1OC,100.0,0
NS(=O)(=O)c1ccc(-c2ccc(/C=N/NC(=O)COc3ccc(F)cc3)o2)cc1,108.0,0.9
N#Cc1c(N2CCCC2)nc(N)c2c(N)nc(N3CCCC3)cc12,74.0*,-3*
CCN(CC)C(=O)Cn1c(=O)n(Cc2ccc(C(=O)NCc3ccc(C)cc3)cc2)c(=O)c2ccccc21,114.0,1.5
CCS(=O)(=O)c1ccc(-c2cccc(NC(=O)C3CC3)c2)nn1,102.0,-0.1
CCOC(=O)N1CCC(NC(=O)c2cc3cc4ccc(C)cc4nc3o2)CC1,99.0,-0.6
CC(=O)c1ccc(NC(=O)CCn2cccn2)cc1,110.0,1.2
CC1CN(c2cc(=O)n(Cc3ccc(F)cc3)c(=O)[nH]2)CC(C)O1 (stereo unspecified),101.0,0.6
O=C1CN(Cc2nc3scc(-c4cccs4)c3c(=O)[nH]2)CCN1,98.0,-0.6
C=CCNc1nc(C(=O)OCC(=O)N2CC(C)OC(C)C2)cs1 (stereo unspecified),104.0,0
O=C(CC(c1ccccc1)c1cc(Br)ccc1O)NCCN1CCOCC1 (stereo unspecified),102.0,0.3
N#Cc1cc2c(nc1SCC(=O)N1CCCCC1)CCCC2,100.0,-0.1
CC1=NN(C(=O)c2ccccc2Cl)C(O)(C2CCCCC2)C1 (stereo unspecified),100.0,-0.6
CCn1c(O)c(/C=C2\C=Nc3ccc(Br)cc32)c(=O)[nH]c1=O,100.0,-0.1
Cc1nc2nc[nH]n2c(=O)c1NC(=O)CC12CC3CC(CC(C3)C1)C2,104.0,0.8
O=CN1CCCNCC1,103.0,0.2
COc1ccc(C)cc1S(=O)(=O)N(C)CC(=O)N1CCN(c2cccc(Cl)c2)CC1,100.0,0.1
CCN(CC)C(=O)COc1ccc(/C(C)=N/NC(=O)c2ccccc2O)cc1,102.0,0
O=C1NC(=O)C(Nc2ccccc2C(=O)O)S1 (stereo unspecified),102.0,0.4
CSc1sc(C(=O)NN)c2c1C1(CCC2)SCCS1,102.0,-0.8
O=C(CCC(=O)N1CCN(S(=O)(=O)c2ccccc2)CC1)c1cccs1,96.0,-0.3

# Six neighbouring records out of the list so far, quoted:
SMILES,Polio RdRp inh,Polio RdRp inh FP z-score
COc1ccccc1CCNC(=O)C1CCN(c2nc3ccccc3nc2C(F)(F)F)CC1,111.0,0.8
CC(C)(C)/C=N/NS(=O)(=O)c1ccc(Cl)s1,100.0,-0.5
C/C=C/C(=O)Nc1ccc(OC)cc1,100.0,0
CC(C)C(=O)Nc1ccc(Br)cc1,102.0,0
Cc1nc(NC(=O)c2ccc(F)cc2)nc2cc3c(cc12)OCO3,101.0,-0.2
c1cncc(N=c2scc(-c3cccs3)n2CCCn2ccnc2)c1,95.0,-1.3

# The list goes on:
SMILES,Polio RdRp inh,Polio RdRp inh FP z-score
Cc1c(C(C)(C)C)sc(=N)n1C,103.0,0.7
CC1(C)C(=O)C2(C(=O)Nc3cccc(C(F)(F)F)c3)CCC1C2 (stereo unspecified),103.0,1
Cc1ccc(CNC(=O)C2CCN(S(=O)(=O)N3CCC(C)CC3)CC2)cc1,107.0,-0.9
CC(=O)c1nn(-c2ccc(OC(F)(F)F)cc2)nc1Nc1ccc(Cl)cc1,106.0,-0.6
Cn1c(=O)oc2cc(Cl)c(C(=O)c3cc4c(cc3Cl)oc(=O)n4C)cc21,100.0,0
CCN1CC=C2C(C#N)=C(N)C(C#N)(C#N)C(c3ccc(OC)c4ccccc34)C2C1 (stereo unspecified),105.0,1
COc1ccccc1CNC(=O)CSc1nc(-c2ccc(OC)c(OC)c2)cc(C(F)(F)F)n1,105.0,0.2
COc1cc(C2c3c(oc4ccccc4c3=O)C(=O)N2Cc2ccccc2)ccc1O (stereo unspecified),100.0,-0.3
CCOc1ccc(NC(=O)CSc2cn(CC(=O)N3CCOCC3)c3ccccc23)cc1,117.0,0.2
O=C(Nc1cccnc1)C(Cc1ccccc1)N1C(=O)C2C3C=CC(C3)C2C1=O (stereo unspecified),102.0,-0.2
CSc1c(C)c(C#N)c(=O)n(NC(=O)COc2ccc(C#N)cc2)c1C,108.0,0.8
Cc1ccccc1C1=NC(c2ccc(F)cc2F)ON1 (stereo unspecified),103.0,0.4
Cc1cc2ccccc2c(=O)n1CC(=O)NCC(=O)NC1CCCCC1,103.0,0.7
Cc1sc2nc(CSCC(=O)c3cc(C)n(-c4ccc(Br)cc4)c3C)[nH]c(=O)c2c1C,118.0,1.8
CC(=O)N/N=C/c1ccccc1,99.0,0
CCN(CC(O)c1cccc(O)c1)C(=S)Nc1cccnc1 (stereo unspecified),103.0,0
Cc1ccc2c(c1)N(CCCC(=O)NCc1cccc(F)c1)C(=O)CO2,104.0,-0.9
Cc1ccc(C(=O)c2oc3ccccc3c2NC(=O)c2cc(=O)c3cc(C)ccc3o2)cc1,99.0,-1.6
Cc1ccc(-n2c(/C=C\c3ccc(F)c(F)c3)nc3ccccc3c2=O)c(C)c1,112.0,0.9
CC1CN(C(=O)CCC(=O)NCc2ccco2)c2ccccc2O1 (stereo unspecified),104.0,0.5
CCN1C(=O)c2ccccc2Sc2ccc(NC(=O)c3cccc(C)c3)cc21,108.0,0.2
NC(=S)CC(=O)NCc1ccccc1,90.0,-1.4
CCOc1ccc(NC(=O)c2cccc3c(=O)c4c([nH]c23)CCCC4)cc1,103.0,-0.5
CCOC(=O)C1CCCN(CCc2ccccc2)C1 (stereo unspecified),101.0,0.1
O=C(CNc1ccccc1)N/N=C/c1ccccc1Cl,105.0,1
CCn1c(SC)nnc1C1CCCN(Cc2ccccc2)C1 (stereo unspecified),102.0,0.1
O=C(NCC(c1ccc2c(c1)OCO2)N1CCOCC1)c1ccccc1F (stereo unspecified),102.0,-1.3
CCN(CC)c1ccc(C(=O)NCc2ccc3c(c2)CCN3C(=O)c2cccc(C)c2)cc1,108.0,0.3
CC(=O)N(CC(C)C)c1nnc(-c2cccnc2)s1,101.0,-0.2
CCc1cccc2c(/C=C3/C(=O)N(C)c4ccccc43)c[nH]c12,101.0,-0.2
Cc1ccc2c(c1)C1CC(C)(O2)N(Cc2ccccc2)C(=O)N1 (stereo unspecified),98.0,-1.7
CCSc1nnc(C2CCCN(Cc3cccnc3)C2)n1C(C)C (stereo unspecified),103.0,0.3
COc1ccc(/C=C/C=N/n2c(SC)nnc2-c2ccccc2)cc1,103.0,0.4
C=C(C)C1CC=C(C)/C(=N/NC(=O)COc2ccc(C)cc2)C1 (stereo unspecified),103.0,0.2
O=C(O)CCC1NC(=S)N(c2ccccc2)C1=O (stereo unspecified),104.0,0.7
CCCCOC(=O)c1ccc(NC(=O)Cc2coc3c(C)c(C)ccc23)cc1,113.0,-0.1
CC1CCCC(NC(=O)COC(=O)/C=C/c2ccc(F)cc2)C1C (stereo unspecified),102.0,0.3
O=C(NCCN1CCCCC1)c1ccc(Cn2c(SCc3ccc(F)cc3)nc3cccnc32)cc1,111.0,0.2
Cn1ncc(SCc2ccccc2)c(Cl)c1=O,109.0,0.5
COc1cc2c(cc1OC)C(C(=O)Nc1ccc(F)c(Cl)c1)CC(=O)N2 (stereo unspecified),101.0,-0.1
CCc1ccc(-c2nc(CSCC(=O)NCc3ccc(C)cc3)c(C)o2)cc1,105.0,0
COCc1nc(SCC(=O)OC)c(C#N)cc1C(=O)OC,106.0,0.6
C=CCNc1oc(-c2ccc(OC)cc2)nc1C#N,100.0,-0.2
CCN1CCN(C(=O)c2ccc3c(c2)N(Cc2ccc(C)cc2)CCS3)CC1,99.0,-0.5
Cc1ccc(S(=O)(=O)N(c2ccccc2)C(F)F)cc1,101.0,0.3

# Next section, overlapping the part above by 2 compounds.
SMILES,Polio RdRp inh,Polio RdRp inh FP z-score
CCN1CCN(C(=O)c2ccc3c(c2)N(Cc2ccc(C)cc2)CCS3)CC1,99.0,-0.5
Cc1ccc(S(=O)(=O)N(c2ccccc2)C(F)F)cc1,101.0,0.3
COc1cccc(C(=O)NC2=NC(CC(C)C)CC(=O)N2)c1 (stereo unspecified),101.0,-0.1
Cc1ccc(SCC(=O)n2c3ccccc3c3ccccc32)cc1,101.0,0
c1csc(-c2nnc(COc3nc4cc5c(cc4nc3N3CCOCC3)OCCO5)o2)c1,101.0,0.1
O=C(CC(c1ccco1)C1CCCCC1=O)c1ccccc1 (stereo unspecified),103.0,0.4
Cc1oc2cc(OC(=O)c3ccco3)ccc2c(=O)c1-c1nc2ccccc2n1C,103.0,0.2
O=C1c2cccnc2C(=O)N1C1CCCCC1,101.0,0.2
CCOC(=O)C1CCCCN1 (stereo unspecified),99.0,-1.2
COc1ccc2[nH]c(O)c(N=NC(=O)OC(C)(C)C)c2c1,102.0,0.1
COc1ccccc1CC(=O)Nc1ccc(S(=O)(=O)N(C)C)cc1,101.0,-0.5
COc1ccc(/C=C(\C#N)c2nc(-c3cc4ccccc4oc3=O)cs2)cc1OC,103.0,0
CN(CC(=O)O)C1=NS(=O)(=O)c2ccccc21,103.0,0
CN(c1ccccc1)S(=O)(=O)c1cccc(C(=O)c2c(N)n(C)c(=O)[nH]c2=O)c1,97.0,-0.4
Cn1ncc(Cl)c(Oc2ccccc2)c1=O,102.0,0.6
O=C(CCc1nc2cccnc2n1-c1ccccc1)N1CCCCC1,103.0,0.5
COc1ccc(-c2ccc(=O)n(CC(=O)NCC3CC3)n2)cc1OC,101.0,-0.6
CCOc1cccc(CNc2ccc(O)cc2)c1OCc1ccccc1Cl,100.0,-0.7
CCn1ccc2cc(S(=O)(=O)N3CCCN(C(=O)Nc4cccc(Cl)c4)CC3)ccc21,108.0,0.3
O=C1c2ccccc2C(=O)N1CCNCCN1C(=O)c2ccccc2C1=O,101.0,0.3
CC1CN(C2=CC(=O)CCC2)CC(C)O1 (stereo unspecified),103.0,0
O=C(O)c1cccn2nnnc12,104.0,1
COc1ccc(-c2cc(=O)oc3c4c(ccc23)OCN(Cc2ccccc2)C4)cc1,109.0,0.5
COc1cccc(-n2cnc3scc(-c4cccs4)c3c2=O)c1,102.0,0.2
COCCNC(=O)CCCn1c(SCC(=O)Nc2cccc(C)c2)nc2c(sc3ccccc32)c1=O,104.0,0.1
CNC(=S)N1CCc2c([nH]c3ccccc23)C1C(F)(F)F (stereo unspecified),103.0,0.6
CCN(CC)c1cc(C)c2cc(NC(=O)C3CCCCC3)ccc2n1,101.0,0.2
CCC1=Nc2cc(C(=O)N3CCC(C)CC3)ccc2Sc2ccccc21,103.0,0.4
CN1CCN(CCC(=O)Nc2cccc(F)c2)CC1,100.0,-0.2
CC(=O)Nc1nc(C)cs1,100.0,-0.3
O=C(CNc1ccccc1)N/N=C/c1ccc(N2CCOCC2)cc1,102.0,-0.3
Cc1cccc(-c2cc3nc(C)cc(NCCCn4ccnc4)n3n2)c1,103.0,0.4
CCCCSCCCNC(=O)c1cn(CC)c2ccc(S(=O)(=O)N3CCCCCC3)cc2c1=O,106.0,0.3
O=C1CC(Cc2ccccc2)N=C(NC(=O)c2ccccc2)N1 (stereo unspecified),102.0,0.2
O=C(NNc1ncccc1-n1cccc1)c1ccco1,102.0,0.2
COC(F)(C(=O)NC12CC3CC(CC(C3)C1)C2)C(F)(F)F (stereo unspecified),102.0,0.4
COc1cccc(C(O)c2nccn2Cc2ccccc2)c1OC (stereo unspecified),102.0,0.4
CC1(C)CSC(=NCCc2ccccc2)N1,101.0,-0.1
Cc1nn(CCC(N)=O)c2nc(-c3cccs3)cc(C(F)(F)F)c12,101.0,-0.1
CN(C)/C=C1\SCc2ccccc2C1=O,100.0,-0.5

# Complete entries, quoted from the list. Order of screens: Polio RdRp inh | Polio RdRp inh FP z-score
# `CN(C)/C=C1\SCc2ccccc2C1=O` is listed with 100.0 | -0.5
# `Cc1nn(CCC(N)=O)c2nc(-c3cccs3)cc(C(F)(F)F)c12` is listed with 101.0 | -0.1
# `CCCCSCCCNC(=O)c1cn(CC)c2ccc(S(=O)(=O)N3CCCCCC3)cc2c1=O` is listed with 106.0 | 0.3

# Assay outcomes (PubChem)

# This is a subset (hit frequency here may not be typical).
